BCR signal inh: inhibitors of chronic active B-cell receptor signaling; ABC-DLBCL IkBa-CBG/CBR reporter, luminescence ratio, 4 h; Potency, µM (top dose mostly 46.1 µM), without a hit: top-dose ratio change, negative = lower green/red ratio, hits mostly inhibitors; hit rate 0.05% among 340,000; active = well fitted inhibition curve with a large enough effect in the signal ratio, with a control signal flat, not every such curve was filed as active; inconclusive = small, poorly fitted or top-dose-only effect, or effect the other way, or a change in a side signal; the % refers to the signal ratio;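 note: potency is the fitted concentration of half-maximal effect; plate controls were basal doxycycline-induced cells for no effect and cells given 10 µM MG132 for full effect; MG132 reads +100%, hits lower the ratio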
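Cell line TMD8 (human ABC DLBCL), stably expressing tet-inducible CBG68-IkBa fusion and CBR; IMDM/0.5% FBS; cpd up to 46 uM; dox induction, 4 h, 37C/5% CO2; dual luminescence; green/red ratio; MG132 control.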
AT treatment: candidate therapy for ataxia-telangiectasia; […] A-T fibroblasts, KAP-1 phosphorylation AlphaLISA; neocarzinostatin DNA damage 30 min before lysis; Potency, µM (series often up to 57.5 µM), for inactives: top-dose activation, actives largely listed as activators; hit rate 0.19% among 320,000; AID 485349; note: potency is the fitted concentration of half-maximal effect; % of control where 0% means no effect; nearly all actives have a fitted effect of over 45% in size
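hTERT-immortalized A-T patient fibroblasts ([…]), 500 cells/well in OPTI-MEM, 1% FBS, got compounds for 60 min, then NCS for 30 min at 37C. Lysates were then assayed for phospho-KAP-1 by AlphaLISA (anti-pKAP1 donor, anti-KAP1 acceptor beads), 6 hr at 25C.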
Coupling enz: inhibits coupling enzyme system, counter-screen for aldolase hits; activity change, negative = inhibition, % at 58.2 µM, hits read low; hit rate 0.67% among 290,000; coupling enzyme system counterscreen, AmpLite Red fluorescence; in the data active = activity change below about -30%; note: % is set by controls: 0 for no effect and ±100 for the full control effect
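Activity here indicates interference with the coupling reaction, not aldolase inhibition. Compounds at 57.5 uM final met coupling enzymes for 10 min at RT; substrate and AmpLite Red detection followed, with a 525/598 nm fluorescence read after 20 min.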
Giardia killer: kills Giardia lamblia. Giardia lamblia trophozoite viability. hit rate 0.15% among 340,000. activity change, % at 7.66 µM, hits read low. AID 540267; in the data active = activity change below about -80%; inconclusive = between about -30% and that limit;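 note: parasites exposed to compound for two days anaerobically before the ATP read; % is set by controls: 0 for no effect and ±100 for the full control effect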
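Luminescent ATP signal served as the viability read-out, measured 15-30 min after adding ATP detection reagent to trophozoites that had been incubated with compounds for 48 hrs at 37 deg C anaerobically at 100 cells/well.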
GALK inhibitor: inhibitors of human galactokinase. P51570. Purified GALK, Kinase-Glo residual ATP luminescence. Potency, µM (doses to about 57.5 µM), inactives show at the highest dose activity change, negative = inhibition, actives largely listed as inhibitors. hit rate 0.007% among 270,000. AID 1868; note: potency is the fitted concentration of half-maximal effect; % is set by controls: 0 for no effect and ±100 for the full control effect
Target sequence (P51570 whole entry, looked up): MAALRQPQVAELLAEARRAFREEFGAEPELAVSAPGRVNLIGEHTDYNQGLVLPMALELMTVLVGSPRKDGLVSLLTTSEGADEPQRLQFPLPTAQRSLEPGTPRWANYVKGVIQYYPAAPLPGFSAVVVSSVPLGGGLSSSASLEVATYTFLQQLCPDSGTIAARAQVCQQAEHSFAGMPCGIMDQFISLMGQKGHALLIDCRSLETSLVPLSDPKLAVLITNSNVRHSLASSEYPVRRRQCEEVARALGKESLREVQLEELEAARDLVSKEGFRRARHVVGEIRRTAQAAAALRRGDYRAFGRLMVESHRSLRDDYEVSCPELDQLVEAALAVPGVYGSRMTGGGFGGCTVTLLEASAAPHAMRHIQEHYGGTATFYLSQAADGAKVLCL
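Galactose (100 uM) and ATP (35 uM) were turned over by 5 nM GALK for 1 h at RT. Kinase-Glo Plus then converted the remaining ATP into a luminescent signal.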
MLL CXXC-DNA inh: blocks binding of human MLL CXXC domain to DNA; MLL-CXXC / FITC-HOXA9 DNA fluorescence polarization; Potency, µM (doses to about 115 µM), for the others: top-dose activity change, negative = inhibition, hits mostly inhibitors; hit rate 0.037% among 290,000; active = well fitted inhibition curve with a large enough effect in the polarisation, with a control signal flat, not every such curve was filed as active; inconclusive = small, poorly fitted or top-dose-only effect, or effect the other way, or a change in a side signal; inactive = no such curve, though single readings can be large or run the other way; the % refers to the polarisation; note: potency is the fitted concentration of half-maximal effect
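Fluorescence polarization: 7 uM MLL-CXXC (stock) preincubated 5 min with compounds, then 50 nM fluorescein-HOX-A9 DNA (stock) added; 30 min ambient. Buffer 50 mM Tris-HCl pH 7.5, 50 mM NaCl, 1 mM DTT, 0.05% BSA.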
TSHR antagonist: antagonists of human thyroid stimulating hormone receptor; hit rate 0.2% among 330,000; activity change, negative = inhibition, % at 11.5 µM; P16473; TSHR-expressing cells, TSH-stimulated cAMP HTRF, 2 h; stronger effect = lower value;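 active = activity change below a set negative limit, meaning inhibition stronger than a set level, cut at about -70% in these data; inconclusive = activity change between two set negative limits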; note: % is set by controls: 0 for no effect and ±100 for the full control effect
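Competitive HTRF cAMP read-out (cryptate anti-cAMP antibody, cAMP-d2; 30 min, room temperature) in freshly harvested TSHR cells. Compounds added before TSH at EC80 (4nM final), followed by 2 hours' incubation at 37 deg C.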
TCR act: activates T cell receptor signaling | 330,000 tested, under 10 active | AID 504894 | Potency, µM (highest dose often 9.22 µM), for inactives: at the highest dose activation of IL-2 secretion, actives largely listed as activators | primary human leukocytes, anti-CD3, IL-2 HTRF, 48 h; note: % of control where 0% means no effect
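HTRF read-out of IL-2 secretion: europium cryptate donor excited at 320nm, d2 acceptor emission at 665nm. Cells were primary human leukocytes incubated 48 hr with compounds and a-CD3 beads, supplying TCR signal only.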
hERG WT inh: inhibitors of human wildtype KCNH2 potassium channel; U2OS, BacMam KCNH2, thallium flux FluxOr; stronger effect = lower value; activity change, % at 1.84 µM; hit rate 0.37% among 340,000; AID 720551;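 active = maximum activity change below -70%; inconclusive = maximum activity change between -70% and -50%; inactive = maximum activity change above -50%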; note: % is set by controls: 0 for no effect and ±100 for the full control effect
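U2OS cells were transduced with wild-type KCNH2 virus (2.03 x 10^8 / mL) for 4 h at room temperature, then cultured overnight at 37 C. Thallium flux was read with FluxOr dye. Rate constants were normalized to DMSO controls.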
Tb PFK block: blocks T. brucei phosphofructokinase. T. brucei PFK, ADP-Glo luminescence. AID 485367. hit rate 0.17% among 330,000. Potency, µM (doses to about 57.5 µM), for the others: top-dose activity, negative = inhibition, most hits filed as inhibitors;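 note: potency is the fitted concentration of half-maximal effect; 0% = uninhibited 1x PFK enzyme wells and -100% = no-enzyme wells; nearly all actives have a fitted effect of over 60% in size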
Target sequence (O15648 whole entry, looked up): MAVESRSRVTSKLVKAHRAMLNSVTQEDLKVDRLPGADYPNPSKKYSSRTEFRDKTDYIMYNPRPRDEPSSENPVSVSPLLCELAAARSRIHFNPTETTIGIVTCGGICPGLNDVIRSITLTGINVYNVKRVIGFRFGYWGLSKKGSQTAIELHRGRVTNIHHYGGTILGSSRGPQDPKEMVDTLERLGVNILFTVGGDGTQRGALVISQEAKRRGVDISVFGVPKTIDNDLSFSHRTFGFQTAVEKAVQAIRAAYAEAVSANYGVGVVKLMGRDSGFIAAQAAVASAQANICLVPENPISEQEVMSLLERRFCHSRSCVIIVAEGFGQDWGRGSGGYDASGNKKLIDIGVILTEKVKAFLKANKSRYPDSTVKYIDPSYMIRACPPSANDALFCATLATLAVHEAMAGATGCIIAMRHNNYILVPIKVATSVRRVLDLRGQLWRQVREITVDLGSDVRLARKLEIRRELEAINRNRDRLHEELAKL
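1.25 nM PFK with 0.5 mM F6P and 0.1 mM ATP in 0.1 M TEA pH 8.0, 5 mM MgCl2, incubated 45 min at room temperature; ADP measured by ADP-Glo luminescence; compounds titrated up to 57 uM.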
* = called active by the depositor; ? = inconclusive; . = no result given; [ ] = remark or other dose. Unless noted, calls come from the whole dose curve; as a rule, active = well fitted curve in the direction sought with a large enough effect; inconclusive = small, poorly fitted or top-dose-only effect, or another doubt; inactive = no such curve, though single readings can be large; an effect the other way counts as inactive or inconclusive. Compounds as they come (roughly 1.6% active in at least one column).

mol	BCR signal inh	AT treatment	Coupling enz	Giardia killer	GALK inhibitor	MLL CXXC-DNA inh	TSHR antagonist	TCR act	hERG WT inh	Tb PFK block
COc1ccc(N2CCN(C(CNS(=O)(=O)c3cccs3)c3cccnc3)CC2)cc1 (configuration not stated)	10%	.	2	16	2%	-10%	-7	3%	-3	7%
CCOC(=O)c1ccc(N2C(=O)C(C)=C(C)C2=O)cc1	-2%	9%	2	19	6%	9%	2	-3%	-5	0%
CCOC(=O)C1CCCN(S(=O)(=O)c2ccc(Br)s2)C1 (configuration not stated)	10%	.	0	7	-1%	12%	13	-3%	1	-5%
Nc1nnc2c(C(F)(F)F)nc3ccccc3n12	2%	7%	1	-3	-2%	15%	-3	-3%	-6	0%
Cc1csc(NC(=O)CCc2ccc(S(=O)(=O)N3CCOCC3)cc2)n1	?	1%	1	0	-4%	5%	3	0%	-3	-4%
COc1cc(OC)cc(C(=O)NC(C(=O)OCn2nnc3ccccc3c2=O)C(C)C)c1 (configuration not stated)	2%	-6%	.	-2	.	.	-5	15%	8	0%
CC1CC(NC(=O)/C=C/C(=O)O)CC(C)(C)C1 (configuration not stated)	?	2%	1	9	2%	-20%	7	-3%	-1	-2%
CC1(C)CC(NC(=O)CCc2ccccc2)CC(C)(C)N1	2%	-3%	1	12	0%	-1%	-7	-2%	-2	-5%

Complete entries as entered above:
Entry for CC1CC(NC(=O)/C=C/C(=O)O)CC(C)(C)C1 (configuration not stated) → BCR signal inh = ?; AT treatment = 2%; Coupling enz = 1; Giardia killer = 9; GALK inhibitor = 2%; MLL CXXC-DNA inh = -20%; TSHR antagonist = 7; TCR act = -3%; hERG WT inh = -1; Tb PFK block = -2%
Entry for COc1cc(OC)cc(C(=O)NC(C(=O)OCn2nnc3ccccc3c2=O)C(C)C)c1 (configuration not stated) → BCR signal inh = 2%; AT treatment = -6%; Coupling enz = .; Giardia killer = -2; GALK inhibitor = .; MLL CXXC-DNA inh = .; TSHR antagonist = -5; TCR act = 15%; hERG WT inh = 8; Tb PFK block = 0%

Further structures
mol	BCR signal inh	AT treatment	Coupling enz	Giardia killer	GALK inhibitor	MLL CXXC-DNA inh	TSHR antagonist	TCR act	hERG WT inh	Tb PFK block
CC(=O)N(C)c1ccc(NC(=O)c2ccccc2C(=O)O)cc1	2%	5%	1	3	2%	-2%	6	-1%	-3	2%
Cc1ccccc1NC(=O)c1ccc(S(=O)(=O)N2CCCC2)cc1	?	-9%	0	-9	0%	6%	5	7%	-1	1%
CC1=CC(C)(C)n2c(O)c(N=N)c3cc(C)cc1c32	?	1%	0	5	1%	13%	8	5%[46.1 µM]	-5	3%
COc1ccc(C)cc1NC(=S)NNC(=O)c1ccccc1Cl	?	1%	3	12	-3%	-9%	0	0%	13	0%
COC(=O)c1ccc(NC(=S)Nc2cccc(C)n2)cc1	0%	2%	3	-18	0%	9%	-8	.	-13	1%
COc1ccccc1OCCNC(=O)C1CCCCC1	3%	2%	0	-10	1%	?	3	9%	-1	-2%
CCNC(=O)COC(=O)/C=C/c1cccs1	6%	-11%	5	-3	14%	17%	-8	2%	-30	-2%
COc1cc(CCC(=O)Nc2ccc(S(=O)(=O)NC3=NCCCCC3)cc2)cc(OC)c1OC	0%	-2%	8	9	3%	3%	4	4%	-1	1%
CCN1C(=O)N(CC)c2cccc3cccc1c23	-16%	8%	-3	44[activator]	1%	-4%	-7	.	-19	3%
CC(C)CCN(Cc1ccco1)S(=O)(=O)c1csc(C(N)=O)c1	-9%	-1%	5	6	2%	-2%	-15	8%	4	-2%
C/C(=N\NC(=O)c1ccc(N(C)C)cc1)c1cccnc1	0%	-5%	4	-20	6%	-9%	13	2%	-21	0%
COC(=O)/C=C1/S/C(=N/N=C/c2ccc(N(C)C)cc2)NC1=O	8%	-1%	2	.	-1%	0%	-15	7%[46.1 µM]	.	-7%
O=S(=O)(c1ccccc1Br)N(CC(O)COCc1ccccc1)C1CC1 (configuration not stated)	2%	3%	.	10	.	.	-15	2%[46.1 µM]	20	-5%
O=C(O)c1ccc(N2C(=O)CC(N3C(=O)/C(=C/c4ccc(Cl)cc4)SC3=S)C2=O)cc1 (configuration not stated)	2%	-5%	4	1	-12%	?	-10	-3%	4	24%
c1ccc(NC2=Nc3cccc4cccc2c34)cc1	?	0%	-6	22	2%	14%	-9	-4%	1	-5%
CCOC(=O)C1(Cc2ccccc2)CCN(Cc2ccc(C3CCCCO3)s2)CC1 (configuration not stated)	?	4%	1	28	-2%	-13%	-4	2%	17	1%
CCN(CC)c1ccc(C=Nc2ccc(C)cc2)c(O)c1	11%	.	-16	-7	-1%	-9%	-1	-8%[46.1 µM]	18	-13%
CCC(C(=O)c1ccccc1)N(C(=O)c1ccccc1Cl)N1C(=O)C2C3C=CC(C3)C2C1=O (configuration not stated)	?	-3%	1	8	5%	5%	7	-2%	-7	-1%
O=C(Nc1ccc(S(=O)(=O)N2CCCCC2)cc1)C1CCCN(C(=O)c2ccc(Cl)cc2)C1 (configuration not stated)	-1%	.	4	-1	1%	-6%	-7	4%[46.1 µM]	-9	0%
NC(=O)CC(NC(=O)Cc1ccc(Br)cc1)c1ccc(N2CCN(c3ccc(F)cc3)CC2)c([N+](=O)[O-])c1 (configuration not stated)	-7%	-32%	1	-21	5%	-20%	2	-1%	1	-6%
CCO/N=C/c1ccc(OC)c(Oc2nc(OC)cc(OC)n2)c1	5%	1%	3	10	1%	3%	-4	-2%	-2	0%
COc1cc(NC(=O)CCCn2c(=S)[nH]c3ccccc3c2=O)cc(OC)c1OC	-2%	0%	1	9	1%	17%	-1	-1%	-33	3%
CCOC(=O)C1CCN(C(=O)CCS(=O)(=O)Cc2ccccc2)CC1	1%	5%	0	-3	-1%	29%	-8	-5%	-15	7%
O=C(NC1CC1)C1=C[C@@H](c2ccc(Br)cc2)C[C@@H](OCc2ccc(CO)cc2)O1	-1%	-32%	4	-19	4%	19%	-5	7%	5	-4%
C=C(C)CSc1nc(C)c(Cc2ccccc2)c(=O)[nH]1	-2%	9%	0	8	0%	0%	-1	-3%	2	-7%
CC(SCC(=O)Nc1ccc(S(=O)(=O)N2CCCCC2)cc1)C(=O)O (configuration not stated)	0%	-1%	6	3	3%	8%	-3	10%	-5	-4%
CCOc1ccc(-n2c(SCC(=O)Nc3cc(C)on3)nnc2-c2c[nH]c3ccccc23)cc1	-2%	3%	0	-2	1%	25%	5	-2%	3	2%
Brc1ccc(-c2ccc(/C=N/Nc3nc(N4CCOCC4)nc(N4CCOCC4)n3)o2)cc1	-24%	-3%	0	-18	1%	5%	-3	0%	-5	0%
CCOC(=O)c1ccc2c(c1)nc(COc1ccc3ccccc3c1)n2CC	-25%	-1%	1	5	1%	0%	-5	2%	-29	1%
C=CCn1c(C)cc(C(=O)COc2ccc(N(C)S(=O)(=O)c3ccc(NC(C)=O)cc3)cc2)c1C	-16%	-7%	.	3	.	.	.	5%	0	-1%
COc1ccc(S(=O)(=O)N2CCCCCC2)cc1C(=O)Nc1cc(C)ccn1	?	-14%	.	-2	.	.	10	-4%	-4	1%
O=C1c2ccccc2C(=O)c2c1ccc1c(=O)n(C3CCCCC3)[nH]c21	?	-3%	-25	?	1%	-4%	-14	-2%[46.1 µM]	7	-1%

Three entries already listed, ordered by the number in GALK inhibitor, ascending:
| canonical_smiles | GALK inhibitor |
| --- | --- |
| C=C(C)CSc1nc(C)c(Cc2ccccc2)c(=O)[nH]1 | 0% |
| Brc1ccc(-c2ccc(/C=N/Nc3nc(N4CCOCC4)nc(N4CCOCC4)n3)o2)cc1 | 1% |
| CC(SCC(=O)Nc1ccc(S(=O)(=O)N2CCCCC2)cc1)C(=O)O (configuration not stated) | 3% |

Later entries.
mol	BCR signal inh	AT treatment	Coupling enz	Giardia killer	GALK inhibitor	MLL CXXC-DNA inh	TSHR antagonist	TCR act	hERG WT inh	Tb PFK block
CCOC(=O)N1CCN(C(=O)c2ccc(NS(=O)(=O)c3ccc(F)cc3)cc2)CC1	-10%	-2%	-1	-16	8%	-12%	6	-7%	3	-2%
CCC(=O)Nc1ccccc1Nc1cc(C#N)c(C#N)cc1[N+](=O)[O-]	0%	3%	-1	5	-2%	4%	5	-3%	0	-2%
Cn1c(=O)[nH]c(=O)c2[nH]c(N(Cc3ccccc3)Cc3ccccc3)nc21	?	?	3	-2	4%	32%[activator]	-17	7%	8	1%
Cc1cccc(/C=N/N2CCN(c3ccccc3)CC2)c1	?	-3%	1	-1	0%	3%	-11	-8%[46.1 µM]	1	0%

Bioassay records deposited in PubChem by National Center for Advancing Translational Sciences (NCATS).
